Screens as filed in PubChem BioAssay.
GASC1 inh – inhibitors of human demethylase GASC-1 KDM4C | hit rate 0.15% among 96,000 | GST-KDM4C 2-372, H3K9me3 peptide, LANCE TR-FRET | inhibition, % at 12.5 µM | AID 720574 | Q9H3R0;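 active means mean replicate inhibition above about 25%, with at least 55% of replicates also reaching it, limit read from the data, passing the limit was not always enough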
Target sequence (Q9H3R0 2-372 limits assumed): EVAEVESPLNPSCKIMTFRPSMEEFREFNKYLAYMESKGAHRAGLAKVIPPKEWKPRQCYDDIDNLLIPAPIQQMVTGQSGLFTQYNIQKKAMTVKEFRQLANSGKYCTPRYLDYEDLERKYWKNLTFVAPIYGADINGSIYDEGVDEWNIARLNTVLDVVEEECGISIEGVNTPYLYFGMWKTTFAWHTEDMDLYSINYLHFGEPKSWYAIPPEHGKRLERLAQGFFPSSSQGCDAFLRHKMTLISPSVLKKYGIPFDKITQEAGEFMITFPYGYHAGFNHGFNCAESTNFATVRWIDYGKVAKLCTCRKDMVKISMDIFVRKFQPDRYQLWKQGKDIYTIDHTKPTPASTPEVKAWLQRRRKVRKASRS
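reagent = H3K9me3 peptide substrate, Fe(II), 2-oxoglutarate | system = GST-tagged GASC-1 (JMJD2C) catalytic fragment, aa 2-372 | amount = enzyme final amount 10 nM | read-out = Fall in 671/618 emission ratio as inhibition | medium = HEPES buffer, pH 7.5, plus ascorbate | schedule = 30 min reaction, 60 min detection, RT | measured by = LANCE TR-FRET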
Pf Dd2 inh – blocks growth of Plasmodium falciparum Dd2 parasites; activity change, % at 10 µM; P. falciparum Dd2 growth, SYBR Green, 72 h; stronger effect = lower value; hit rate 2.3% among 94,000; in the data active means activity change below about -80%
C diff HTS – inhibitors of Clostridium difficile growth | Clostridium difficile clinical isolate growth, OD600, 24 h; stronger effect = lower value | hit rate 0.25% among 86,000 | growth activity, negative = inhibition, % at 16 µg/mL (by protocol);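 active means mean growth activity at or below -80% and every replicate also at or below -80%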;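 further: 0% = DMSO wells and -100% = levofloxacin 16 µg/mL wells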
T cruzi growth – blocks T. cruzi growth in NIH3T3 culture. AID 624255. inhibition, % at 8.34 µM. T. cruzi beta-gal in NIH3T3, GalScreen luminescence, 90 h. hit rate 5.9% among 77,000;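 active means mean inhibition above about 93%, with at least 55% of replicates each passing it, limit read from the data, passing the limit was not always enough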
The depositor's hits bear a star; · = not tested or not shown; & = joins results of further samples; ! = repeats disagree.

Each structure is followed by: GASC1 inh	Pf Dd2 inh	C diff HTS	T cruzi growth
1) CC(C)NC(=O)N(C)C[C@@H]1Oc2ccc(NC(=O)C3CCCCC3)cc2CC(=O)N([C@H](C)CO)C[C@H]1C
 : 1.6	18	3	-2
2) C[C@@H]1CCCCO[C@@H](CN(C)S(=O)(=O)c2ccccc2)[C@@H](C)CN([C@@H](C)CO)C(=O)c2cc(NC(=O)CCC(F)(F)F)ccc2O1
 : 2.0	-58	23	69
3) C[C@@H]1CN([C@H](C)CO)C(=O)c2cc(NS(C)(=O)=O)ccc2O[C@@H]1CN(C)Cc1ccccc1
 : 2.0	19	-2	18
4) C[C@@H]1CN([C@H](C)CO)C(=O)Cc2cc(NC(=O)c3ccncc3)ccc2O[C@@H]1CN(C)C(=O)Nc1cccc2ccccc12
 : 2.1	3	84	41
5) CCNC(=O)C[C@@H]1CC[C@@H]2[C@H](COC[C@H](O)CN2C(=O)CC)O1
 : -0.4	14	·	11
6) COc1ccc2c3c(n(C)c2c1)[C@H](CO)N(CC1CCCCC1)CC31CCN(C(C)=O)CC1
 : -3.8	-52	5	·
7) C/C=C/c1ccccc1[C@H]1[C@@H](CO)N(C(=O)Nc2ccc(OC)cc2)[C@H]1C#N
 : -0.4	9	-10	·
8) OC[C@@H]1[C@H](c2ccc(Br)cc2)[C@@H]2CN(Cc3cncnc3)CCCCN12
 : -1.1	-8	0	96*
9) COc1ccccc1-c1ccc([C@H]2[C@H](C#N)N(C(=O)C3CC3)[C@H]2CO)cc1
 : 2.6	-5	10	105*
10) CC(C)NC(=O)N(C)C[C@H]1Oc2ccc(NS(=O)(=O)c3ccc(F)cc3)cc2CC(=O)N([C@H](C)CO)C[C@H]1C
 : -1.9	4	4	99
11) COc1ccc(CN(C)C[C@H]2Oc3ccc(NC(=O)Nc4c(C)noc4C)cc3CC(=O)N([C@H](C)CO)C[C@H]2C)cc1
 : -0.6	1	-8	-10
12) C[C@@H]1CCCCO[C@H](CN(C)Cc2ccccc2)[C@@H](C)CN([C@H](C)CO)C(=O)c2cc(NS(=O)(=O)c3cn(C)cn3)ccc2O1
 : -1.4	51	·	-92
13) COc1cccc(S(=O)(=O)Nc2ccc3c(c2)C(=O)N(C)C[C@@H](OC)[C@H](C)CN(Cc2ccccc2F)[C@H](C)CO3)c1
 : -2.5	-65	·	·
14) Cc1noc(C)c1NC(=O)N(C)C[C@@H]1Oc2ccc(NS(=O)(=O)c3ccc(Cl)cc3)cc2C(=O)N([C@H](C)CO)C[C@@H]1C
 : 2.0	14	-4	-10
15) Cc1ccc(S(=O)(=O)N(C)C[C@@H]2Oc3c(NC(=O)c4cnccn4)cccc3C(=O)N([C@@H](C)CO)C[C@H]2C)cc1
 : 0.8	-30	-1	69
16) O=C(C[C@H]1C=C[C@H](NC(=O)Cc2cccnc2)[C@H](CO)O1)Nc1ccccc1
 : -1.1	17	·	0
17) O=C(N[C@H]1CC[C@H](CCNS(=O)(=O)c2ccc(Cl)cc2)O[C@@H]1CO)c1cnccn1
 : 0.2	10	-2	-32
18) CCCNC(=O)Nc1ccc2c(c1)C(=O)N(C)C[C@@H](OC)[C@H](C)CN(Cc1cccnc1)[C@H](C)CO2
 : -0.7	27	·	51
19) O=C(CN1CCOCC1)N[C@H]1CC[C@@H](CCNC(=O)Nc2cc(F)ccc2F)O[C@@H]1CO
 : 2.1	5	·	-17
20) C[C@@H]1CN([C@@H](C)CO)C(=O)c2cccc(NC(=O)NC3CCCCC3)c2O[C@@H]1CN(C)C(=O)Nc1cccc2ccccc12
 : 1.1	-64	18	65
21) C[C@@H]1CN([C@@H](C)CO)C(=O)Cc2cc(NS(=O)(=O)c3cn(C)cn3)ccc2O[C@@H]1CN(C)Cc1ccccc1
 : 2.3	-8	-1	48
22) Cc1ccc(S(=O)(=O)N(C)C[C@@H]2Oc3ccc(NC(=O)NC4CCCCC4)cc3CC(=O)N([C@H](C)CO)C[C@H]2C)cc1
 : 2.1	-26	-19	0
23) O=C(C[C@H]1C=C[C@H](NC(=O)NC2CCCCC2)[C@H](CO)O1)NCc1ccccc1
 : -4.2	12	·	-30
24) C[C@H](CO)N1C[C@H](C)[C@@H](CN(C)C(=O)NC2CCCCC2)Oc2ccc(NC(=O)Nc3cccc4ccccc34)cc2C1=O
 : -2.4	-12	-3	0
25) COc1ccccc1-c1ccc(C2[C@H]3CNC[C@@H]2N3S(=O)(=O)c2ccc(C)cc2)cc1 (stereo partly drawn)
 : -1.0&-1.6	-25&17	49&2	·
26) C[C@@H]1CN([C@@H](C)CO)C(=O)c2cccc(N(C)C)c2O[C@@H]1CN(C)C(=O)NC1CCCCC1
 : 0.6	-14	0	33
27) Cc1ccccc1-c1ccc(C2[C@@H]3CN(Cc4cccnc4)C[C@H]2N3)cc1 (stereo partly drawn)
 : 0.0&-0.5	-90*!	-6&0	·
28) C[C@H](CO)N1C[C@H](C)[C@@H](CN(C)C(=O)Cc2ccncc2)Oc2cc(C#CC3CCCCC3)ccc2S1(=O)=O
 : -1.1	-39	·	86
29) C[C@H](CO)N1C[C@H](C)[C@@H](CN(C)C)Oc2cc(C#CC3CCCC3)ccc2S1(=O)=O
 : -1.0	-29	3	-1
30) CS(=O)(=O)Nc1ccc2c(c1)[C@@H]1C[C@H](CC(=O)NCc3cccnc3)O[C@@H](CO)[C@@H]1O2
 : -4.0	17	-2	·

(list continues)
Each structure is followed by: GASC1 inh	Pf Dd2 inh	C diff HTS	T cruzi growth
31) O=C(Cc1ccccn1)N1CC(=O)N2[C@@H](CO)[C@@H](c3ccc(C#CCC4CCCC4)cc3)[C@@H]2C1
 : -0.2	-16	-10	·
32) CO[C@H]1CN(C)C(=O)c2ccc(NC(C)=O)cc2OC[C@@H](C)N(C(=O)C2CCOCC2)C[C@@H]1C
 : 1.4	11	·	-1
33) O=C(C[C@@H]1CC[C@@H]2[C@H](COC[C@H](O)CN2C(=O)c2cccnc2)O1)NCc1ccccc1
 : 0.6	2	1	-27
34) C[C@H]1CN([C@@H](C)CO)C(=O)c2cc(C#Cc3ccccn3)cnc2O[C@H]1CN(C)C(=O)c1ccccn1
 : 0.9	32	-6	29
35) C[C@@H]1CN([C@@H](C)CO)C(=O)c2cc(NS(C)(=O)=O)ccc2O[C@H]1CN(C)C
 : 1.2	20	4	·
36) C[C@@H]1CN([C@@H](C)CO)C(=O)c2cccc(NC(=O)c3ccncc3)c2O[C@@H]1CN(C)C(=O)Nc1cccc2ccccc12
 : 0.0	-20	0	38
37) C[C@@H]1CN([C@H](C)CO)C(=O)Cc2cc(NC(=O)CCCCCC(=O)Nc3ccccc3N)ccc2O[C@@H]1CN(C)Cc1ccncc1
 : -0.3	-1	-2	90
38) CO[C@@H]1CN(C)C(=O)c2ccc(NC(=O)Nc3ccc4c(c3)OCO4)cc2OC[C@@H](C)N(C(C)=O)C[C@H]1C
 : 2.2	63	·	·
39) O=C(C[C@H]1C[C@H]2c3cc(NC(=O)c4ccc5c(c4)OCO5)ccc3O[C@H]2[C@H](CO)O1)NCCc1ccccc1
 : 2.1	-2	·	25
40) CC(C)NC(=O)N1CC2(C1)[C@@H](c1ccccc1)[C@@H](CO)N2C(=O)C1CCCCC1
 : -3.8	1	2	·
41) C[C@@H]1CN([C@H](C)CO)C(=O)c2cc(-c3ccc(C#N)cc3)cnc2O[C@H]1CN(C)CC1CCOCC1
 : 0.8	8	3	18
42) C[C@@H]1CN([C@@H](C)CO)C(=O)Cc2cc(NC(=O)CCC(F)(F)F)ccc2O[C@@H]1CN(C)Cc1ccc(-c2ccccc2)cc1
 : 1.6	16	9	78
43) O=C(CN1CCOCC1)N[C@H]1CC[C@H](CCNC(=O)C2CCC2)O[C@@H]1CO
 : 5.0	14	·	9
44) CCCNC(=O)N(C)C[C@@H]1Oc2ncc(C#Cc3ccncc3)cc2C(=O)N([C@@H](C)CO)C[C@H]1C
 : 6.3	31	4	-23
45) CCCNC(=O)Nc1ccc2c(c1)C(=O)N(C)C[C@H](OC)[C@@H](C)CN(C(=O)C1CCOCC1)[C@@H](C)CO2
 : -0.1	-77	·	-2
46) CO[C@H]1CN(C)C(=O)c2cc(NC(C)=O)ccc2OC[C@@H](C)N(Cc2cccnc2)C[C@H]1C
 : 2.2	5	2	10
47) CC(C)NC(=O)Nc1ccc2c(c1)CC(=O)N([C@H](C)CO)C[C@@H](C)[C@H](CN(C)S(C)(=O)=O)O2
 : -0.2	3	5	24
48) CC=Cc1ccc2n(c1=O)C[C@H]1[C@H](CO)[C@@H](C(=O)Nc3ccc(-c4ccccc4)cc3)N(C(C)=O)[C@@H]21 (mixture of isomers)
 : -0.2	8	9	-1
49) C[C@@H]1CN([C@@H](C)CO)C(=O)c2cc(NC(=O)Nc3ccc(F)cc3)ccc2O[C@@H](C)CCCCO[C@@H]1CN(C)Cc1ccncc1
 : 0.4	-32	4	16
50) Cc1noc(C)c1NC(=O)Nc1ccc2c(c1)C(=O)N([C@@H](C)CO)C[C@H](C)[C@@H](CN(C)S(=O)(=O)c1c(C)noc1C)OCCCC[C@@H](C)O2
 : 0.1	-8	2	49
51) C[C@@H]1CCCCO[C@@H](CN(C)S(=O)(=O)c2cccs2)[C@@H](C)CN([C@@H](C)CO)C(=O)c2cc(NC(=O)Nc3ccc(F)cc3)ccc2O1
 : 0.0	-35	7	27
52) C/C=C/c1cnc2c(c1)C(=O)N([C@H](C)CO)C[C@H](C)[C@@H](CN(C)S(=O)(=O)c1ccc(C)cc1)O2
 : -0.3	-66	0	41
53) Cc1noc(C)c1S(=O)(=O)Nc1ccc2c(c1)C(=O)N([C@H](C)CO)C[C@H](C)[C@@H](CN(C)C(=O)C1CCCCC1)OCCCC[C@H](C)O2
 : -0.4	7	-1	24
54) CS(=O)(=O)Nc1ccc2c(c1)[C@@H]1C[C@H](CC(=O)NCc3ccccc3)O[C@H](CO)[C@@H]1O2
 : 1.3	21	·	37
55) CC(C)C(=O)Nc1ccc2c(c1)C(=O)N(C)[C@@H]1CC[C@H](CC(=O)NCc3ccccc3F)O[C@H]1CO2
 : -0.1	4	-3	5
56) Cc1ccc(-c2ccc([C@H]3[C@H]4CN(C(=O)Nc5ccc(F)cc5)CC(=O)N4[C@H]3CO)cc2)cc1
 : 0.2	-4	-3	·
57) CCCNC(=O)N(C)C[C@H]1Oc2ncc(C#CCc3ccccc3)cc2C(=O)N([C@@H](C)CO)C[C@@H]1C
 : 1.8	-29	12	·
58) O=C(C[C@@H]1CC[C@H]2[C@@H](COC[C@H](O)CN2Cc2nccs2)O1)NCc1ccccc1
 : -0.1	8	·	6
59) C[C@@H]1CCCCO[C@H](CN(C)Cc2ccc(C(=O)O)cc2)[C@@H](C)CN([C@H](C)CO)C(=O)c2cc(NC(=O)CCC(F)(F)F)ccc2O1
 : ·	26	-2	40
60) O=C(C[C@@H]1CC[C@@H]2[C@H](COC[C@H](O)CN2C(=O)Nc2ccc(Cl)c(Cl)c2)O1)NC1CCC1
 : 0.8	·	-101*!	-123

Marked active in C diff HTS (from the list above):
Each structure is followed by: GASC1 inh	Pf Dd2 inh	C diff HTS	T cruzi growth
60) O=C(C[C@@H]1CC[C@@H]2[C@H](COC[C@H](O)CN2C(=O)Nc2ccc(Cl)c(Cl)c2)O1)NC1CCC1
 : 0.8	·	-101*!	-123

Next records follow:
Each structure is followed by: GASC1 inh	Pf Dd2 inh	C diff HTS	T cruzi growth
61) COc1cccc(NC(=O)N2C[C@@H](O)COC[C@H]3O[C@H](CC(=O)NC4Cc5ccccc5C4)CC[C@@H]32)c1
 : 3.0	-3	-2&-7	75
62) O=C(C[C@H]1CC[C@H]2[C@@H](COC[C@@H](O)CN2S(=O)(=O)c2cccc(Cl)c2)O1)NC1Cc2ccccc2C1
 : -1.3	-11	5&-6	-93
63) CO[C@H](CN(C)C(=O)c1cnccn1)[C@H](C)CN([C@H](C)CO)S(=O)(=O)c1ccc(C)cc1
 : -0.4	35	·	46
64) COc1ccc(CN(C)C[C@H]2OCCCC[C@@H](C)Oc3ccc(NC(=O)CCC(F)(F)F)cc3C(=O)N([C@@H](C)CO)C[C@@H]2C)cc1
 : -0.1	-40	1	-61

Profiles from above. Values in the order: GASC1 inh	Pf Dd2 inh	C diff HTS	T cruzi growth
COc1ccc(CN(C)C[C@H]2OCCCC[C@@H](C)Oc3ccc(NC(=O)CCC(F)(F)F)cc3C(=O)N([C@@H](C)CO)C[C@@H]2C)cc1 in the list: -0.1	-40	1	-61
CO[C@H](CN(C)C(=O)c1cnccn1)[C@H](C)CN([C@H](C)CO)S(=O)(=O)c1ccc(C)cc1 in the list: -0.4	35	·	46
O=C(C[C@H]1CC[C@H]2[C@@H](COC[C@@H](O)CN2S(=O)(=O)c2cccc(Cl)c2)O1)NC1Cc2ccccc2C1 in the list: -1.3	-11	5&-6	-93
COc1cccc(NC(=O)N2C[C@@H](O)COC[C@H]3O[C@H](CC(=O)NC4Cc5ccccc5C4)CC[C@@H]32)c1 in the list: 3.0	-3	-2&-7	75
